High-throughput results (PubChem BioAssay)
hIAP activ – increases human intestinal alkaline phosphatase activity; actives 0.16% (n = 330,000); AID 2524; activation factor at 10 µM; purified human IAP, CDP-Star luminescence, 30 min; hits give high values; 1 = vehicle-only enzyme, 0 = enzyme-free background;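 active = activation factor of the enzyme at least 2-fold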; also: the source names both 10 and 20 µM as test concentration; values of inactives mirror those of a sister screen read the other way
MPTP inh – blocks calcium-induced mitochondrial swelling; isolated mouse mitochondria, Ca2+ swelling absorbance, 30 min; inhibition, % at 10 µM; actives 1.4% (n = 360,000); AID 602449;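 active = inhibition of 50% or more, scaled per plate between neutral and stimulator controls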;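 also: 0% = DMSO wells given calcium and 100% = 1 mM EGTA wells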
beta cell repl – MIN6 beta-cell proliferation induction | AID 2380 | MIN6 cells proliferation, ATPlite luminescence, 48 h; cells starved in 0.2% serum; 100% = growth in 10% serum | proliferation, % at 10 µM | actives 0.29% (n = 330,000);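 active = compounds whose signal lies at least 3.5 SD above the mean of all wells on their plate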;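 also: 0% = DMSO-treated cells in low-serum medium and 100% = 10% serum control; some compounds called inactive have numbers as strong as hits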
APOBEC3A inh – blocks human APOBEC3A ssDNA deamination; recombinant A3A, FAM/TAMRA ssDNA deamination fluorescence; inhibition, % at 20 µM; AID 493011; P31941; actives 0.41% (n = 330,000);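 active = at least 40% inhibition at 20 µM here, with at most 30% in a related deaminase screen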;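 also: plate controls were A3A with DMSO for no effect and wells lacking A3A enzyme for full effect; some results filed as inactive read as strong as hits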
Target sequence (P31941 whole entry, looked up): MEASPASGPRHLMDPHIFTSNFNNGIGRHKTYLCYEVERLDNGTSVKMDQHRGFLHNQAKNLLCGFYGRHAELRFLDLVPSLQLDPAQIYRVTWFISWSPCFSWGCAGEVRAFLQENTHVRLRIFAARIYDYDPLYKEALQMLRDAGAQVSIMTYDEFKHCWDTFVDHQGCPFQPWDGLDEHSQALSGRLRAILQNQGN
ATG4B inh – inhibitors of human ATG4B cysteine protease; inhibition, % at 8.33 µM; actives 0.51% (n = 340,000); AID 504462; ATG4B cleavage of LC3-PLA2, NBD-HPC fluorescence, 1 h; in the data active = inhibition above about 40%
Target sequence (Q9Y4P1 whole entry, looked up): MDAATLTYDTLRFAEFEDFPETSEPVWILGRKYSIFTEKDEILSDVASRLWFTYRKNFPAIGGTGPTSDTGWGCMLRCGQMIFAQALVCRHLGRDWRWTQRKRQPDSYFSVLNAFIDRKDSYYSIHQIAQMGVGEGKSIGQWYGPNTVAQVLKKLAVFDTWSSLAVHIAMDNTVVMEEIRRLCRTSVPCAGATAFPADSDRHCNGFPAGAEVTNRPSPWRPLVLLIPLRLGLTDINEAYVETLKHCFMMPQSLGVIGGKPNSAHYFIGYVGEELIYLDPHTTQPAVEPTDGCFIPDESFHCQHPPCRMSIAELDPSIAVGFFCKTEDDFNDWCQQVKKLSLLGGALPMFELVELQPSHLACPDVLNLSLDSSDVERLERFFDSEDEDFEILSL
mIAP block – blocks mouse intestinal alkaline phosphatase. purified mouse IAP, CDP-Star luminescence, 30 min. inhibition, % at 10 µM. actives 0.2% (n = 330,000). AID 2806;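 active = inhibition of at least 40% at 10 µM in the primary screen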;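 also: plate controls were DMSO with enzyme for no effect and no enzyme wells for full effect; values of inactives mirror those of a sister screen read the other way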
A3G deaminase – inhibitors of human APOBEC3G DNA deaminase; Q9HC16; recombinant A3G, ssDNA deamination FAM/TAMRA fluorescence; inhibition, % at 20 µM; actives 0.28% (n = 330,000); AID 493012;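 active = inhibition of at least 40% at 20 µM, with no more than 30% in the related APOBEC3A deaminase screen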;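 also: plate controls were DMSO wells with A3G for no effect and wells lacking A3G enzyme for full effect; some compounds called inactive have numbers as strong as hits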
Target sequence (Q9HC16 whole entry, looked up): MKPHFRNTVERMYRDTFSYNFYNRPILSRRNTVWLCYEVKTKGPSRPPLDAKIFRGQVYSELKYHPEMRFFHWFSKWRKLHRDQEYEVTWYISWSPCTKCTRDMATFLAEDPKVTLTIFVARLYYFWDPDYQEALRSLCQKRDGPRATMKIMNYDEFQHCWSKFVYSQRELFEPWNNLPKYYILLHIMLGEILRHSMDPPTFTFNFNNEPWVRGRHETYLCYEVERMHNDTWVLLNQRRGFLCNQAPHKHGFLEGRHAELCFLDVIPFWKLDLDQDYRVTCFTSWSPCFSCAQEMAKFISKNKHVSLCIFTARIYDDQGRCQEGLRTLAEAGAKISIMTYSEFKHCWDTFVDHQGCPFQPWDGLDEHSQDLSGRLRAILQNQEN
hIAP block – human IAP inhibition; purified IAP, CDP-Star luminescence, 30 min; inhibition, % at 10 µM; actives 0.12% (n = 330,000);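 active = inhibition reaching a set limit with compound at 10 µM in the primary screen, cut at about 35% in these data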;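 also: plate controls were DMSO wells with enzyme for no effect and no-enzyme buffer wells for full effect; values of inactives mirror those of a sister screen read the other way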
mIAP act – mouse IAP activation. muIAP, CDP-Star luminescence, 30 min; hits give high values; 1 = vehicle-only enzyme signal, 0 = enzyme-free wells. actives 0.24% (n = 330,000). activation factor at 10 µM;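 active = activation factor of at least 2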; also: the source names both 10 and 20 µM as test concentration; values of inactives mirror those of a sister screen read the other way
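also added = chemiluminescent substrate CDP-Star | test system = mouse IAP enzyme | signal = chemiluminescence readout | compound = DMSO-dissolved test compounds | incubation = 30 min at room temperature | benchmarks = DMSO wells, no-enzyme wells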
Starred values were filed as active, the others as inactive; / = not tested or not shown.

SMILES	hIAP activ	MPTP inh	beta cell repl	APOBEC3A inh	ATG4B inh	mIAP block	A3G deaminase	hIAP block	mIAP act
Cc1ccc(NC2CCCN(C(=O)c3ccoc3C)C2)cc1C (stereo not given)	1.4	0.1	0	-5	-2	-7	-8	-42	1.1
Cc1ccc(CC(=O)Nc2ncc([N+](=O)[O-])s2)cc1	0.88	66*	-2	1	-11	8	-7	12	0.92
C/C(CC(=O)Nc1cc(C)ccn1)=N\NC(=O)c1ccccc1C	1	-0.1	1	-2	2	3	-2	-5	0.97
O=S(=O)(NC1CCCCC1)c1ccc(Br)cc1	0.98	1.5	-1	2	-4	-11	-3	2	1.1
C=CCN(CC=C)C(=S)NC(=O)c1ccc(-c2ccccc2)cc1	0.93	1.5	-4	5	-1	8	-2	7	0.92
CCCn1c(C(C)Nc2nc(-c3ccc(C)cc3)cs2)nc2cc(Cl)c(N3CCCCC3)cc21 (stereo not given)	1.3	3.7	-9	-2	-3	5	3	-34	0.95
CCOC(=O)c1c(CN(C)C)n(-c2ccc(C)cc2)c2cc(Br)c(O)cc12	0.92	16	-3	-4	-10	-1	-4	8	1
O=C1c2cccnc2C(=O)N1Cc1ccc(S(=O)(=O)N2CCOc3ccc(Cl)cc32)cc1	1.3	0.4	1	-3	-6	7	-5	-26	0.93
Cc1ccc(C)c(N(C(=O)CNC(=O)c2ccco2)C(C(=O)NC2CCCCC2)c2ccncc2)c1 (stereo not given)	0.99	-0.9	0	-1	6	-2	-3	1	1
CCC(C)(C)NC(=O)C1CC(=O)N(CCc2ccc(F)cc2)C1 (stereo not given)	1.1	1.1	0	-4	-1	-2	-5	-9	1
O=C1OC[C@H](Cc2ccc3c(c2)OCO3)/C1=C\c1ccc2c(c1)OCO2	1	4.1	-4	-3	-4	10	-6	0	0.9
CCCC(=O)Nc1ccc2c(c1)nc(CCNC(=O)c1ccco1)n2C	1.1	0.2	-2	0	1	-9	1	-14	1.1
Cc1c(-c2ccccc2)[n+](=O)c2c(n1[O-])CCCC2	0.9	2.9	-2	-4	4	2	-8	10	0.98
Fc1ccc(NC(=S)Nc2cccc(Cl)c2)cc1	0.9	86*	-5	1	14	-7	1	10	1.1
COCc1[nH]nc2c1C(c1ccccc1OC)C(C#N)=C(N)O2 (stereo not given)	0.98	-0.2	0	-5	-1	1	-6	2	0.99
N#CC(C#N)=NNc1ccc(S(=O)(=O)N2CCCCC2)cc1	0.95	89*	0	-3	-8	18	-6	4	0.82
CC(=O)Nc1ccc(S(=O)(=O)Nc2nc3ccc(C)cc3s2)cc1	0.94	0.6	1	5	-3	-2	2	6	1
Brc1ccc2nc(-c3ccncc3)c(NC3CCCC3)n2c1	0.84	-1.6	0	-9	-5	5	-18	16	0.95
Cc1[nH]c2ccccc2c1-c1nc(-c2ccc(Cl)cc2)nnc1-c1ccccc1	0.93	/	-3	-5	/	9	-7	7	0.91
O=C(c1cccc2c1-c1ccccc1/C2=N/O)N1CCCCC1	1.4	4.4	-1	0	4	-2	-1	-39	1
CC(CNC(=O)CCS(=O)(=O)c1ccc2c(c1)oc(=O)n2C)c1ccccc1 (stereo not given)	1.1	-1.8	-1	-4	-5	0	-6	-8	1
COC(=O)c1sc2nc(SCc3cccc(F)c3)n(N)c(=O)c2c1C	1.1	2.4	-3	4	-3	-2	4	-7	1
Cc1ccc(-c2nc(-c3cccnc3)sc2CC(=O)O)cc1	0.98	0.1	1	6	-9	-5	6	2	1
Cc1cc(C)nc(N2CCCC(C(=O)Nc3nc4ccc(S(C)(=O)=O)cc4s3)C2)n1 (stereo not given)	0.93	-0.5	4	3	1	4	4	7	0.96
CC(C)(C)OC(=O)N1CCC(C(=O)N[C@H](Cc2ccccc2)C(=O)O)CC1	1.2	-0.7	3	-3	-10	-4	-10	-23	1
SMILES	hIAP activ	MPTP inh	beta cell repl	APOBEC3A inh	ATG4B inh	mIAP block	A3G deaminase	hIAP block	mIAP act
CCCc1ccc(-c2ccc(F)c(N)c2)nc1	1	-1.0	-4	-5	-8	4	-8	-1	0.96
CC1CCCCN1CCNc1nc(=S)[nH]c2ccccc12 (stereo not given)	1.1	0.2	-1	3	-4	2	-3	-7	0.98
CC1CCC(C(=O)NC(C(=O)N2CCC(N3CCCCC3)CC2)C(C)C)CC1 (stereo not given)	1	-0.3	-1	3	8	-4	4	0	1
Cc1cc(NCCc2ccc(Cl)cc2)n2ncnc2n1	1	5.1	-3	0	0	6	-11	-1	0.94
CCN1CCc2c(C#N)c(NCc3ccccc3)nc(N(CC)CC)c2C1	1.1	1.4	-6	3	0	8	-1	-11	0.92
CCOc1ccc2nc(SCC(=O)N3CCCc4ccccc43)sc2c1	1	7.0	-4	-6	-2	-6	-8	-4	1.1
COc1ccccc1/C=N/NC(=O)c1[nH]c(C)c(C(=O)N/N=C/c2ccccc2OC)c1C	1	-3.1	-1	-2	-12	7	24	-3	0.93
CC(C)N1C(=S)SC(C)(C)C1n1oc(=O)n(-c2ccc(Cl)c(Cl)c2)c1=O (stereo not given)	1.1	92*	-5	-3	-12	-14	-8	-6	1.1
CC(O)[C@H](NC(=O)C1(c2ccccc2)CCN(C(=O)OC(C)(C)C)CC1)C(=O)O (stereo not given in full)	1	-0.3	-2	-1	4	-10	-2	0	1.1
Oc1c(C=Nc2cccnc2)sc2ccccc12	1	0.2	-2	-1	-6	6	-2	-5	0.94
COc1ccccc1CNS(=O)(=O)c1ccc2[nH]cc(C(=O)O)c(=O)c2c1	0.86	1.7	-2	40	2	-3	5	14	1
CCO[C@H]1c2c(ccc3ccc(=O)oc23)OC(C)(C)[C@@H]1O	1.1	0.5	9	1	-1	-1	-10	-9	1
COC(=O)C(NC(=O)Nc1ccccc1OC)C(C)C (stereo not given)	1.1	-0.4	-1	-10	1	-6	-6	-9	1.1
N#CCCN(C(=O)COC(=O)C1=COCCO1)c1ccc(F)cc1	0.98	-1.7	1	-1	-10	-5	-8	2	1
COC(=O)c1sccc1NC(=O)CSc1ccccc1NS(=O)(=O)c1ccc(Br)cc1	0.97	11	-5	0	-4	2	0	3	0.98
Cc1ccc(NC(=S)NCc2ccc3c(c2)OCO3)c(C)c1	1	-2.9	-1	0	3	-6	-1	-1	1.1
COc1ccc(N(CC(=O)NC2CCCCC2)C(=O)CNC(=O)c2ccco2)c(OC)c1	1	0.2	-1	-1	0	-7	0	-3	1.1
COc1ccc(C)cc1S(=O)(=O)N(CC(=O)O)c1ccccc1	0.88	-1.4	-3	1	-11	-2	-3	12	1
CC12CCC(C(=O)NCCc3ccccc3)(OC1=O)C2(C)C (stereo not given)	0.99	0.7	0	2	5	-4	4	1	1
O=C(Cc1cccs1)Nc1nc2c(s1)CCCC2	0.81	0.6	-1	-1	19	-2	-4	19	1
CNC(=O)c1cccnc1Nc1cccc(C(F)(F)F)c1	1.2	5.8	0	-2	-9	-5	-7	-19	1
Cc1nc2ccccc2nc(C)c1=NOCc1ccc(C#N)cc1	0.88	-0.3	-2	0	5	-6	-7	12	1.1
COc1cc(/C=N/n2nnnc2N)ccc1OCC#N	0.97	-0.8	0	-5	-1	-4	-6	3	1
CCCC1/C(=N/O)CC(c2ccccc2)NC1c1ccccc1 (stereo not given)	0.92	-0.2	-3	1	-4	-6	0	8	1.1
CCn1c(SCC(=O)NCc2ccc(C)cc2)nnc1-c1ccncc1	1	-2.1	2	-3	2	3	-12	0	0.97

Part of the list above, as a markdown table:
| smiles | hIAP activ | MPTP inh | beta cell repl | APOBEC3A inh | ATG4B inh | mIAP block | A3G deaminase | hIAP block | mIAP act |
| --- | --- | --- | --- | --- | --- | --- | --- | --- | --- |
| CCCc1ccc(-c2ccc(F)c(N)c2)nc1 | 1 | -1.0 | -4 | -5 | -8 | 4 | -8 | -1 | 0.96 |
| CC1CCCCN1CCNc1nc(=S)[nH]c2ccccc12 (stereo not given) | 1.1 | 0.2 | -1 | 3 | -4 | 2 | -3 | -7 | 0.98 |
| CC1CCC(C(=O)NC(C(=O)N2CCC(N3CCCCC3)CC2)C(C)C)CC1 (stereo not given) | 1 | -0.3 | -1 | 3 | 8 | -4 | 4 | 0 | 1 |
| Cc1cc(NCCc2ccc(Cl)cc2)n2ncnc2n1 | 1 | 5.1 | -3 | 0 | 0 | 6 | -11 | -1 | 0.94 |
| CCN1CCc2c(C#N)c(NCc3ccccc3)nc(N(CC)CC)c2C1 | 1.1 | 1.4 | -6 | 3 | 0 | 8 | -1 | -11 | 0.92 |
| CCOc1ccc2nc(SCC(=O)N3CCCc4ccccc43)sc2c1 | 1 | 7.0 | -4 | -6 | -2 | -6 | -8 | -4 | 1.1 |
| COc1ccccc1/C=N/NC(=O)c1[nH]c(C)c(C(=O)N/N=C/c2ccccc2OC)c1C | 1 | -3.1 | -1 | -2 | -12 | 7 | 24 | -3 | 0.93 |
| CC(C)N1C(=S)SC(C)(C)C1n1oc(=O)n(-c2ccc(Cl)c(Cl)c2)c1=O (stereo not given) | 1.1 | 92* | -5 | -3 | -12 | -14 | -8 | -6 | 1.1 |
| CC(O)[C@H](NC(=O)C1(c2ccccc2)CCN(C(=O)OC(C)(C)C)CC1)C(=O)O (stereo not given in full) | 1 | -0.3 | -2 | -1 | 4 | -10 | -2 | 0 | 1.1 |
| Oc1c(C=Nc2cccnc2)sc2ccccc12 | 1 | 0.2 | -2 | -1 | -6 | 6 | -2 | -5 | 0.94 |
| COc1ccccc1CNS(=O)(=O)c1ccc2[nH]cc(C(=O)O)c(=O)c2c1 | 0.86 | 1.7 | -2 | 40 | 2 | -3 | 5 | 14 | 1 |
| CCO[C@H]1c2c(ccc3ccc(=O)oc23)OC(C)(C)[C@@H]1O | 1.1 | 0.5 | 9 | 1 | -1 | -1 | -10 | -9 | 1 |
| COC(=O)C(NC(=O)Nc1ccccc1OC)C(C)C (stereo not given) | 1.1 | -0.4 | -1 | -10 | 1 | -6 | -6 | -9 | 1.1 |
| N#CCCN(C(=O)COC(=O)C1=COCCO1)c1ccc(F)cc1 | 0.98 | -1.7 | 1 | -1 | -10 | -5 | -8 | 2 | 1 |

Carrying on:
SMILES	hIAP activ	MPTP inh	beta cell repl	APOBEC3A inh	ATG4B inh	mIAP block	A3G deaminase	hIAP block	mIAP act
OCc1nn2c(c1Br)NC(c1ccccc1)CC2C(F)(F)F (stereo not given)	0.94	3.3	-1	-1	-2	-8	0	6	1.1
COc1ccccc1CN1CCCC(CNC(=O)c2cccc3ccccc23)C1 (stereo not given)	0.94	0.8	0	-7	7	-8	-5	6	1.1
O=C(CN1C(=O)c2cccnc2Oc2ccc(Cl)cc21)NCCCc1ccccc1	0.99	-1.6	2	-6	-1	-5	-9	1	1.1
Cn1c(=O)c2c(ncn2CC(=O)Nc2ccc3c(c2)OCO3)n(C)c1=O	1.1	0.1	0	-1	0	10	-3	-8	0.9
OC(CN1CCN(c2cccc(Cl)c2)CC1)C(c1ccccc1)c1ccccc1 (stereo not given)	1	42	-7	0	9	-1	-8	0	1
CC(=O)Nc1ccc(NC(=O)Oc2ccccc2)cc1	1	0.3	0	-6	-2	7	-3	-3	0.93
COc1cccc(C(=O)NCc2ccco2)c1OC	1.1	2.8	2	-1	3	0	-6	-6	1
C[C@@H]1CN([C@H](C)CO)C(=O)Cc2cc(NC(=O)CCC(F)(F)F)ccc2O[C@@H]1CN(C)C(=O)NC1CCCCC1	1.1	-1.2	-4	1	-1	8	6	-12	0.92
